Source: PubChem BioAssay
CHRM4 agonist: agonists of human muscarinic M4 receptor (CHRM4). activation, % at 3 µM. P08173. CHO-K1 hM4/Gqi5, Fluo-8 calcium fluorescence; vehicle 0%, full acetylcholine response 100%. 360,000 tested, 0.14% active;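 active means activation above the run mean over all test wells plus 3 SD, cut at about 32% in these data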;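 further: peak over basal fluorescence ratio per well then scaled between controls; 0% = DMSO wells and 100% = acetylcholine at EC100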
CHRM5 agonist: CHRM5 agonism in calcium assay; P08912; CHO-K1 hM5 cells, Fluo-8 calcium fluorescence; 0% DMSO wells, 100% maximal acetylcholine response; AID 624037; 360,000 tested, 0.19% active; activation, % at 3 µM;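 active means activation above the run's mean over test compounds plus 3 SD, cut at about 23% in these data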;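 further: signal is peak over basal fluorescence ratio across the kinetic read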
Target sequence (P08912 whole entry, looked up): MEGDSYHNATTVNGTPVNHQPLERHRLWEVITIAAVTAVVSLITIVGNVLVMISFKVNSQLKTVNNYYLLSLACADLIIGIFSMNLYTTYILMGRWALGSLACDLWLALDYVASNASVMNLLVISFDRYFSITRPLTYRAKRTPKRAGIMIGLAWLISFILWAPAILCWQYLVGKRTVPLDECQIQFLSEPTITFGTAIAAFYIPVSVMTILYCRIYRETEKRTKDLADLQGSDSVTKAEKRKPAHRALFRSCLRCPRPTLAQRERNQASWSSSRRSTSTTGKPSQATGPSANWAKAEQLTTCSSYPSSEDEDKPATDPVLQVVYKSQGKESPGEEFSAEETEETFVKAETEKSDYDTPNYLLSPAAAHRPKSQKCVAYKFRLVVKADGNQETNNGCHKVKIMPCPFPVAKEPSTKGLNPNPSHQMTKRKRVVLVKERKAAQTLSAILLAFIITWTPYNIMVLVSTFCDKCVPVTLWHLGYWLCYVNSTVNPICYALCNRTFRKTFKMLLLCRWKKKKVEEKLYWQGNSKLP
M1 PAM: positive allosteric modulators of human M1 muscarinic receptor; P11229; CHO-K1 hM1, Fluo-8 calcium fluorescence, ACh EC20; 0% = ACh EC20, 100% = maximal ACh; activation, % at 3 µM; 360,000 tested, 0.088% active; AID 588819; in the data active means activation above about 19%, passing the limit was not always enough
Target sequence (P11229 whole entry, looked up): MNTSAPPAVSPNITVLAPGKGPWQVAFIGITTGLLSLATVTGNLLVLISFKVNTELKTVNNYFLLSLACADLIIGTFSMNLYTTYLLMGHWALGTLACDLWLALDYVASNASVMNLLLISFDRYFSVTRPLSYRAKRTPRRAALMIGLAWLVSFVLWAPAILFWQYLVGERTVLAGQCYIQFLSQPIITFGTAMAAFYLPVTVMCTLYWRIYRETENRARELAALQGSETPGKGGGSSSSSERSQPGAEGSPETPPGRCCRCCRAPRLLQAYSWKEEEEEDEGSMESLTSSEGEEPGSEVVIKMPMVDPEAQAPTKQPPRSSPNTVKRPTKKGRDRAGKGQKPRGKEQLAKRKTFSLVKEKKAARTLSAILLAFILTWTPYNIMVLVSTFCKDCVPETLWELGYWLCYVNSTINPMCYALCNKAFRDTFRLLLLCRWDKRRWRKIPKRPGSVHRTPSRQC
CRFR2-BP antag: antagonists of CRF-binding protein/CRF-R2 receptor complex; HEK293 CRF-R2/CRF-BP, CRF-induced calcium fluorescence; inhibition, % at 11.8 µM; 350,000 tested, 0.59% active; AID 588475;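 active means inhibition of the ligand-induced calcium signal above about 50% at the single tested concentration, limit read from the data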
CHRM4 antagonist: CHRM4 antagonism in calcium assay. 360,000 tested, 0.73% active. AID 624125. CHO-hM4 cells, ACh EC80, Fluo-8 calcium fluorescence. inhibition, % at 3 µM;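 active means inhibition above its plate's cutoff, the mean inhibition of sample wells plus 3 SD, cut at about 27% in these data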;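 further: 0% = acetylcholine EC80 with DMSO and 100% = DMSO without agonist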
M5 antag: CHRM5 antagonism in calcium assay; CHO-hM5 cells, Fluo-8 calcium fluorescence, ACh EC80; inhibition, % at 3 µM; 360,000 tested, 0.59% active;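 active means inhibition above a per-plate cutoff, the mean of that plate's test compounds plus 3 SD, cut at about 27% in these data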;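 further: 0% = acetylcholine EC80 with DMSO and 100% = DMSO without agonist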
CRFR2-BP ag: CRF-BP/CRF-R2 complex agonism; 350,000 tested, 0.46% active; HEK293 CRF-R2/CRF-BP, calcium dye fluorescence (FLIPR); percent of saturating CRF peptide response; activation, % at 13.2 µM;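 active means activation of at least 50%, plus an integration ratio under a set limit after plate pattern correction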;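 further: plate controls were neutral control wells without compound for no effect and CRF at EC100 for full effect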
M4 PAM: CHRM4 positive allosteric modulation. 360,000 tested, 0.4% active. CHO-K1 hM4/Gqi5, Fluo-8 calcium fluorescence, ACh EC20; 0% = ACh EC20, 100% = maximal ACh. activation, % at 3 µM;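 active means activation above its plate's cutoff, the mean activation of sample wells plus 3 SD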; further: some results filed as inactive read as strong as hits
M5 PAM: CHRM5 positive allosteric modulation. AID 624038. 360,000 tested, 0.3% active. P08912. CHO-K1 hM5, Fluo-8 calcium, ACh EC20 PAM; 0% = ACh EC20, 100% = ACh EC100. activation, % at 3 µM;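 active means activation above the run cutoff, the mean activation of all test compounds plus 3 SD, cut at about 18% in these data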
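Probe or stimulus: acetylcholine, EC20 level; Assay system: human M5 receptor in CHO-K1 cells; Schedule: compound preincubation 140 s before EC20 acetylcholine addition; Technique: intracellular calcium via Fluo-8 fluorescence; Dosing: single-point, 3 µM nominal; Read-out basis: percent activation from peak-over-basal fluorescence ratio, scaled EC20-to-EC100 acetylcholine; Repeats: one well per compound, no replicates.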
Numbers without * were called inactive; x = no result given.

SMILES	CHRM4 agonist	CHRM5 agonist	M1 PAM	CRFR2-BP antag	CHRM4 antagonist	M5 antag	CRFR2-BP ag	M4 PAM	M5 PAM
O=C1N[C@@H](c2ccccc2)COC(=O)[C@@H](Cc2ccc(F)cc2)CC/C=C/C[C@H]1CC(=O)N(CCO)Cc1ccccc1	23	6	-10	-26	12	10	1.4	-8	-13
Cn1c(N)c(C(=O)COC(=O)/C=C/c2ccc(OC(F)F)cc2)c(=O)n(C)c1=O	14	5	-2	-18	6	9	-1.2	-3	-9
CCOc1ccc(/C=N/NC(=O)CCC(=O)Nc2ccc(F)cc2)cc1	0	-4	11	15	0	16	-1.8	-3	-3
Cn1c(=O)n(C)c2cc(/C=N/NC(=O)c3ccc(Cl)cc3Cl)ccc21	1	-6	9	32	4	0	-0.8	-3	-3
N#Cc1nc(-c2ccc(OCc3ccccc3)cc2)oc1NCCCn1ccnc1	1	-3	7	2	-14	3	-1.8	14	-3
C(=N\n1cnnc1)/c1ccc2c(c1)OCO2	1	-2	9	-10	-1	4	0.7	4	-4
O=C(COC(=O)C1CC1)NCCNC(=O)COC(=O)C1CC1	0	-4	6	5	-1	-5	-1.1	3	12
Cc1cc(NC(=O)c2ccccc2Cl)n(C(C)(C)C)n1	0	5	19	6	-2	-14	-2.2	-5	12
COc1ccc2c(c1)C1CC(C)(NC(=O)C1S(=O)(=O)c1ccc(F)cc1)O2 (stereo not drawn)	2	0	-6	-11	8	1	-1.4	0	-4
Cc1cc(=O)oc2cc(OCc3ccc(S(=O)(=O)N4CCOCC4)cc3)ccc12	0	1	1	-23	1	2	6.7	2	2
CCOC(=O)C(=CNc1ccc(C)cc1C)C(=O)OCC	-3	-4	4	-4	-13	-14	-0.3	16	10
Cc1cc(C(F)(F)F)n2nc(C(=O)O)c(Cl)c2n1	-1	2	-2	12	4	-2	-0.1	-3	-1
Cc1cc(C(=O)CSc2n[nH]c(N)n2)c(C)n1-c1ccc(F)cc1	1	0	6	2	-6	0	-4.7	-2	0
Cc1cccc(NC(=O)C[n+]2ccccc2)c1	2	-1	4	14	11	4	-3.6	0	0
Cc1ccccc1-n1c(SCC(=O)N2CCN(c3ccccn3)CC2)nnc1N1CCOCC1	1	2	6	4	1	11	-1.6	10	3
Cc1ccccc1NP1(=O)OCCCN1Cc1ccccc1Cl (stereo not drawn)	8	-1	1	-3	-8	9	-1.8	-2	-4
Cc1ccc(S(=O)(=O)CCc2nnc(NC(=O)c3ccco3)s2)cc1	1	-2	7	-19	-7	9	0.8	10	1
Cc1cccc(C(P(=O)(c2ccccc2)c2ccccc2)P(=O)(c2ccccc2)c2ccccc2)n1	-1	-4	2	1	0	4	-3.9	7	-3
Cn1nc(N2CCN(S(=O)(=O)c3ccccc3)CC2)c(=O)n(C)c1=O	1	3	8	1	-3	6	-0.1	8	-5
COC(=O)c1ccc(C(=O)OC)c(NC(=O)CSCc2ccccc2Br)c1	0	2	16	45	-3	-4	0.7	11	9
C/C(=N\NC(=O)CSc1nc2ccccc2o1)c1ccc(O)cc1	1	0	2	-5	4	6	-3.5	-3	-6
CC1CCCCC12NC(=O)N(CC(=O)c1ccc(Cl)s1)C2=O (stereo not drawn)	1	-5	8	-17	-4	-17	-2.3	-1	4
N#Cc1ccc(-c2csc(-c3ccno3)n2)cc1	1	-6	1	3	-6	-7	-1.3	0	12
CCCCNC(=O)C(C)N(CCN(C)C)C(=O)CCCN1C(=O)NC(c2ccc(Cl)cc2)C(C(=O)OCc2ccccc2)=C1C (stereo not drawn)	0	-3	-2	-5	-7	-7	-0.7	-3	-3
COc1ccccc1NS(=O)(=O)c1ccc2oc(=S)[nH]c2c1	0	4	4	10	-5	2	0.0	0	12

Profiles as entered above. Values in the order: CHRM4 agonist, CHRM5 agonist, M1 PAM, CRFR2-BP antag, CHRM4 antagonist, M5 antag, CRFR2-BP ag, M4 PAM, M5 PAM
Cn1c(N)c(C(=O)COC(=O)/C=C/c2ccc(OC(F)F)cc2)c(=O)n(C)c1=O is listed with 14, 5, -2, -18, 6, 9, -1.2, -3, -9
O=C(COC(=O)C1CC1)NCCNC(=O)COC(=O)C1CC1 is listed with 0, -4, 6, 5, -1, -5, -1.1, 3, 12
Cc1cc(=O)oc2cc(OCc3ccc(S(=O)(=O)N4CCOCC4)cc3)ccc12 is listed with 0, 1, 1, -23, 1, 2, 6.7, 2, 2
N#Cc1nc(-c2ccc(OCc3ccccc3)cc2)oc1NCCCn1ccnc1 is listed with 1, -3, 7, 2, -14, 3, -1.8, 14, -3

Following part.
SMILES	CHRM4 agonist	CHRM5 agonist	M1 PAM	CRFR2-BP antag	CHRM4 antagonist	M5 antag	CRFR2-BP ag	M4 PAM	M5 PAM
Cc1ccc(-n2nnc3c(=O)n(Cc4ccccn4)cnc32)cc1C	1	-1	11	-2	4	-7	-2.7	7	8
CCCCNc1ccc(C(=O)Nc2cccc(C)n2)cc1[N+](=O)[O-]	1	2	12	-11	-11	6	-0.5	-4	-4
COc1ccc(Nc2nc(NC(C)C)nc3ccsc23)cc1OC	8	-1	-9	x	12	11	x	-7	-6
Cc1ccc(NC(=O)c2cc([N+](=O)[O-])ccc2NCc2cccnc2)cc1Cl	0	0	8	-27	5	2	0.5	3	-2
Cc1ccc2c(c1)-c1cc(C)nn1C(c1ccc3c(c1)OCO3)N2 (stereo not drawn)	-1	0	10	2	-1	-4	-0.8	6	2
CC1CCc2nc(N)c(C#N)c(-c3cccn3C)c2C1 (stereo not drawn)	1	-9	1	0	-1	-4	0.1	6	3
O=C(Nc1c(F)cc(F)cc1Br)c1cc(S(=O)(=O)N2CCN(c3ccccn3)CC2)ccc1F	5	2	0	-2	-2	7	2.3	-7	-4
CC1=NN(c2ccc(C(=O)OC(C)C)cc2)C(=O)/C1=C\C=C\c1ccco1	1	0	8	4	12	17	0.3	6	-15
O=C(NC1CCCC1)C(c1ccccn1)N(C(=O)c1csnn1)c1ccccc1 (stereo not drawn)	0	0	-3	6	4	13	0.9	-1	-2
COc1ccc(OCCCC(=O)OC(C)C(=O)Nc2cccc(C(C)=O)c2)cc1 (stereo not drawn)	11	5	13	-13	-2	-8	-1.7	-6	0
NC(=O)C[C@H]1NC(=O)[C@H](CCC(=O)O)NC(=O)c2cc([N+](=O)[O-])cc(I)c2NCCC[C@@H](C(N)=O)NC1=O	1	0	8	4	2	4	-0.7	7	2
Cc1ccsc1C=Nc1ccc(O)cc1	-1	2	6	-22	7	-5	1.2	5	6
CCN(CC)S(=O)(=O)c1cccc(-c2nnc(SCCOc3ccccc3C)o2)c1	0	-1	-1	10	0	-1	3.3	-2	-9
COc1ccc(C(=O)c2c3ccc(C(F)(F)F)cc3[n+]([O-])n2CCCN)cc1	0	0	13	6	-7	19	-1.2	12	-5
CCC(CO)NCc1sccc1C (stereo not drawn)	1	-3	9	12	-6	2	-1.6	-1	1
Nn1c(SCC(=O)NCCc2ccc(F)cc2)nnc1C1CCCCC1	1	-3	7	2	4	6	-0.1	0	3
O=c1[nH]c(C2CC2)nc2sc3c(c12)CCCC3	0	-2	14	7	-2	-4	-0.8	-3	-6
Cc1csc2nc(CNS(=O)(=O)c3cccnc3)cn12	2	1	7	5	-5	1	1.0	10	6
O=C(COc1ccc(S(=O)(=O)Nc2ccc(Cl)cc2)cc1)N1CCOCC1	11	9	-2	-34	-5	19	16	-6	-9
Cc1ccc(NC(=O)CCOc2ccccc2C)cc1F	2	-3	0	14	-9	0	0.0	3	-4
CCn1c(SCC(=O)OCc2ccccc2)nnc1-c1ccco1	2	3	6	-5	5	6	-2.1	7	0
N#CCCN(C(=O)COC(=O)CCc1nc2ccccc2c(=O)[nH]1)c1ccc(F)cc1	1	-3	13	7	6	11	0.3	2	2
Cc1oc(-c2cccc(Cl)c2)nc1CS(=O)(=O)CC(=O)NCCN1CCCC1	0	-2	1	-27	3	1	-1.2	-3	1
COc1ccccc1N1CCN(CCCCN2C(=O)C3CCCN3C2=O)CC1 (stereo not drawn)	0	-1	0	-16	-2	-4	4.4	-5	8
Cc1cc(OCC(=O)N(C)C)c2c(-c3ccccc3)cc(=O)oc2c1	15	6	-5	-31	0	1	-1.0	-9	-10

In the list so far, these contain a nitro group on carbon.
SMILES	CHRM4 agonist	CHRM5 agonist	M1 PAM	CRFR2-BP antag	CHRM4 antagonist	M5 antag	CRFR2-BP ag	M4 PAM	M5 PAM
CCCCNc1ccc(C(=O)Nc2cccc(C)n2)cc1[N+](=O)[O-]	1	2	12	-11	-11	6	-0.5	-4	-4
Cc1ccc(NC(=O)c2cc([N+](=O)[O-])ccc2NCc2cccnc2)cc1Cl	0	0	8	-27	5	2	0.5	3	-2
NC(=O)C[C@H]1NC(=O)[C@H](CCC(=O)O)NC(=O)c2cc([N+](=O)[O-])cc(I)c2NCCC[C@@H](C(N)=O)NC1=O	1	0	8	4	2	4	-0.7	7	2

Results in M5 PAM, CHRM4 antagonist and M4 PAM, for some of the entries so far:
mol	M5 PAM	CHRM4 antagonist	M4 PAM
O=C(Nc1c(F)cc(F)cc1Br)c1cc(S(=O)(=O)N2CCN(c3ccccn3)CC2)ccc1F	-4	-2	-7
Cc1cc(OCC(=O)N(C)C)c2c(-c3ccccc3)cc(=O)oc2c1	-10	0	-9
N#CCCN(C(=O)COC(=O)CCc1nc2ccccc2c(=O)[nH]1)c1ccc(F)cc1	2	6	2
CCN(CC)S(=O)(=O)c1cccc(-c2nnc(SCCOc3ccccc3C)o2)c1	-9	0	-2
Cc1oc(-c2cccc(Cl)c2)nc1CS(=O)(=O)CC(=O)NCCN1CCCC1	1	3	-3
Cc1ccsc1C=Nc1ccc(O)cc1	6	7	5
Cc1ccc(NC(=O)CCOc2ccccc2C)cc1F	-4	-9	3

More entries
SMILES	CHRM4 agonist	CHRM5 agonist	M1 PAM	CRFR2-BP antag	CHRM4 antagonist	M5 antag	CRFR2-BP ag	M4 PAM	M5 PAM
COC(=O)c1sccc1NC(=O)CC1C(=O)NCCN1C(=O)Nc1cc(Cl)ccc1OC (stereo not drawn)	5	-2	6	-2	2	8	-2.8	-3	-2
Cc1ccc(C(=O)CSc2ccc(-c3ccccc3)nn2)cc1	1	-4	-2	22	3	-1	1.4	-4	-3
CC(C)CCn1nnnc1CN1CCN(C(c2ccccc2)c2ccccc2)CC1	-3	-13	-1	14	-5	-2	2.1	-10	-4
CN(C(=O)COC(=O)c1ccc(Cl)s1)C1(C#N)CCCCC1	0	-1	16	-16	2	-7	-0.7	-4	7
C#CCOCCOCCOCCNc1nc(N2CCN(C(=O)[C@H](CCCCN)n3cc(CCC(=O)O)nn3)CC2)nc(N2CCN(C(=O)[C@H](Cc3ccc(O)cc3)n3cc(CCO)nn3)CC2)n1	1	2	-10	22	-3	13	-4.6	1	8
Cc1cccc(C)c1-n1nnnc1C(CCc1ccccc1)N1CCN(C/C=C/c2ccccc2)CC1 (stereo not drawn)	0	-1	-2	x	1	1	x	2	0
